Screens as filed in PubChem BioAssay.
12-LOX inh = inhibitors of human 12S-lipoxygenase ALOX12; 580,000 tested, 1.1% active; purified 12hLO, xylenol orange hydroperoxide absorbance; Potency, µM (titrated, usually from 108 µM), for inactives: at the highest dose activity change, negative = inhibition, most hits filed as inhibitors; further: potency means the concentration at half of the fitted maximal effect; on the % scale 0 is the no-effect control and ±100 the full control effect
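Purified human 12hLO (150 nM final) in 25 mM Hepes, 0.01% Triton X-100, pH 7.0 was preincubated 15 min at room temperature with compound. Then 40 uM arachidonic acid was added, 30 min. Hydroperoxide was read by Fe-XO absorbance ratio 573/405 nm.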
Vif-A3G inh = inhibitors of Vif-APOBEC3G interaction; Q9HC16; HeLa A3G-eYFP + Vif (tagged APOBEC3G with the HIV-1 protein that degrades it), YFP fluorescence, overnight; Potency, µM (titrated, usually from 46.1 µM), inactives show at the highest dose activity, negative = active, usual class: inhibitors; 410,000 tested, 0.076% active;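 further: potency means the concentration at half of the fitted maximal effect; on the % scale 0 is the no-effect control and ±100 the full control effect; nearly all actives have a fitted effect of over 60% in size; hits raise eYFP signal because A3G escapes Vif-driven loss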
Target sequence (Q9HC16 whole entry, looked up): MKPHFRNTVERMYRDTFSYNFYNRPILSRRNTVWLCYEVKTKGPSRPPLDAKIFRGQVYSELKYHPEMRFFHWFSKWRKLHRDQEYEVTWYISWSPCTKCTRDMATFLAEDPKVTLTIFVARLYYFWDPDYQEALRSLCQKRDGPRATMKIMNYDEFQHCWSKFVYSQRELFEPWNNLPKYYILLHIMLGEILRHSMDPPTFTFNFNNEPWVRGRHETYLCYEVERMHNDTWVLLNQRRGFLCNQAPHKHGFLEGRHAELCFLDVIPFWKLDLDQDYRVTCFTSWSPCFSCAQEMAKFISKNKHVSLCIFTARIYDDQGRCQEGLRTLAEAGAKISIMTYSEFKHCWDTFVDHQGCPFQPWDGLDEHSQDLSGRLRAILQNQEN
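HeLa cells stably expressing Vif and C-terminally eYFP-tagged A3G, seeded overnight at 37 deg C, then exposed to compound by pintool overnight at 37 deg C. Rise in yellow fluorescence (Ex 488/Em 500-530, Acumen) marks blocked Vif-driven A3G degradation.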
LDHA inh = inhibitors of human lactate dehydrogenase A | AID 1347041 | P00338 | 480,000 tested, 0.15% active | purified LDHA, NADH/diaphorase-resazurin fluorescence; stronger effect = lower value | activity change, % (values are at about 110 or 230 µM); in the data active means activity change below about -30%; inconclusive means mostly about -25% to -30%;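 further: plate controls were DMSO wells for no effect and wells without enzyme for full effect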
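Remaining NADH was detected by diaphorase (0.133 mg/mL) converting 37 µM resazurin to fluorescent resorufin, read at 0 and 20 minutes. The preceding 5-minute room-temperature reaction used 2 nM LDHA, 0.2 mM sodium pyruvate and 0.06 mM NADH at pH 7.4.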
ERG Ets-DNA blk = inhibitors of human ERG Ets domain-DNA interaction; P11308; fluorescence polarization, His-ERG Ets domain / labelled DNA; Potency, µM (series often up to 76.9 µM), inactives show top-dose FP activity, negative = inhibition, most hits filed as inhibitors; 370,000 tested, 0.028% active; AID 624246; active means well fitted inhibition curve with a large enough effect in the polarisation, with a control signal flat; inconclusive means small, poorly fitted or top-dose-only effect, or effect the other way, or a change in a side signal; inactive means no such curve, though single readings can be large or run the other way; the % refers to the polarisation;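 further: polarization taken with two DNA probes labelled with fluorescein and Texas red; potency means the concentration at half of the fitted maximal effect; % of control where 0% means no effect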
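His-tagged ERG Ets domain (1 uM in the protein solution; 300mM KCl, 50mM Tris-HCl, 1mM EDTA, 1mM DTT, pH 7.5) received compound, then a probe mix of 5 nM fluorescein-DNA and 100nM Texas-615-DNA. Fluorescence polarization was read for both dyes.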
D2 agonist = D2 dopamine receptor (human) agonism. activation, % at 2 µM. 340,000 tested, 0.53% active. P14416. AID 485358. HEK293 T-REx D2 cells, calcium flux agonist mode;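 active means activation over 3 SD above normal in the single-dose calcium agonist read, cut at about 30% in these data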; further: 0% is about no effect
Target sequence (P14416 whole entry, looked up): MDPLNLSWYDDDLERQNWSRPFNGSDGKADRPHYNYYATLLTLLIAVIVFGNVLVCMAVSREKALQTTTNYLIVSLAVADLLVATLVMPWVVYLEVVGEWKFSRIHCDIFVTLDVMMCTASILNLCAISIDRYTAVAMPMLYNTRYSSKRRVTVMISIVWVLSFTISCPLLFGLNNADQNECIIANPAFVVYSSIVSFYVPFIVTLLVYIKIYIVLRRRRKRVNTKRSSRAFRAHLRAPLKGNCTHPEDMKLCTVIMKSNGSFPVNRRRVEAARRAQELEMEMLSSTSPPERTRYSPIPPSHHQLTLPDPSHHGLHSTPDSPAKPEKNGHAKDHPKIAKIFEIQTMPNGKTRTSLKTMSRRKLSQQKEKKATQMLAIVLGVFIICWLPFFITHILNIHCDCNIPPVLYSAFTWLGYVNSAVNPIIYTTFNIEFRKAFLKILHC
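HEK293 Trex D2 cells, tetracycline-induced, o/n 30 C 5% CO2; no-wash Ca dye, RT 30–90 min; 10-cycle baseline, 23 nl cpd added, kinetic Ca read 180 s; agonist hits = positive Ca response.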
Vif-APOBEC3F blk = inhibitors of Vif-A3F interaction | Potency, µM (highest dose often 46.1 µM), for the others: at the top dose activity, negative = active | AID 602313 | HeLa A3F-eYFP + Vif (tagged APOBEC3F with the HIV-1 protein that degrades it), YFP fluorescence increase | 390,000 tested, 0.2% active; further: potency means the concentration at half of the fitted maximal effect; % of control where 0% means no effect; nearly all actives have a fitted effect of over 65% in size
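HeLa cells stably expressing A3F-eYFP plus Vif, plated and incubated overnight at 37 deg C, then exposed to compounds overnight at 37 deg C. Blocked degradation read as raised yellow fluorescence (Ex 488/Em 500-530).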
D2 antagonist = antagonizes the human D2 dopamine receptor. HEK293 TREx D2 cells, calcium flux, dopamine EC80. inhibition, % at 10 µM. 340,000 tested, 2% active. P14416; in the data active means inhibition above about 30%; further: 0% is about no effect
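Compounds are added to dye-loaded, induced HEK293 T-REx cells coupled to calcium release via D2; after a 3 min kinetic read an EC80 dopamine stimulus is given and fluorescence is recorded for 3 more min.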
GRP78 ERSR act = inducers of ER stress response in human glioma cells; U87-MG GRP78 promoter luciferase reporter, 16 h; Potency, µM, without a hit: top-dose activation, actives largely listed as activators; 420,000 tested, 0.02% active; AID 602332; further: potency means the concentration at half of the fitted maximal effect; series mostly up to about 76 µM; % of control where 0% means no effect; nearly all actives have a fitted effect of over 35% in size
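ERSR induction read as luciferase luminescence (Bright-Glo, 10 min at room temperature) in stably transfected human U87-MG glioma cells exposed to compounds for 16 h, using GRP78 as sensor.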
RGS4 inh = human RGS4 inhibition. Transcreener GDP fluorescence polarization, RGS4-accelerated GTP hydrolysis. P49798. AID 504845. Potency, µM (series often up to 114 µM), without a hit: at the top dose activity change, negative = inhibition, actives largely listed as inhibitors. 390,000 tested, 0.039% active; further: potency means the concentration at half of the fitted maximal effect; on the % scale 0 is the no-effect control and ±100 the full control effect; nearly all actives have a fitted effect of over 75% in size; some results filed as inactive show a strong effect at the top dose
Target sequence (P49798 whole entry, looked up): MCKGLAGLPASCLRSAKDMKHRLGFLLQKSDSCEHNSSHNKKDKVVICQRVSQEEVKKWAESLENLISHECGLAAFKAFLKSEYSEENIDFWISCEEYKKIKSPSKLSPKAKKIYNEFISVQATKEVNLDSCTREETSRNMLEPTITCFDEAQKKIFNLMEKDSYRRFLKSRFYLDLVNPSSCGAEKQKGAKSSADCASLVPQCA
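MLSMR compounds (23 nl, pin-transferred) preincubated 10 min at room temperature with a 500nM (2x) first reagent, then RGS4 at 900nM (2x) plus Transcreener GDP mix added; fluorescence polarization (620/688 nm) read before and after 90 min at 30 °C.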
Numbers without * were called inactive; i = inactive; ? = inconclusive; . = no result given; & = joins results of further samples; [ ] = another dose, or the depositor's remark. Unless noted, the call rests on the fitted dose curve; in most records, active means well fitted curve in the direction sought with a large enough effect; inconclusive means small, poorly fitted or top-dose-only effect, or another doubt; inactive means no such curve, though single readings can be large; an effect the other way counts as inactive or inconclusive.

SMILES	D2 agonist	LDHA inh	D2 antagonist	Vif-APOBEC3F blk	ERG Ets-DNA blk	Vif-A3G inh	RGS4 inh	GRP78 ERSR act	12-LOX inh
O=C1CCC(C(=O)N2CCC(CO)CC2)CN1Cc1ccc(Cl)cc1 (centres undefined)	-0.2	-2	9	2%	-1%	0%	-10%	-2%	486%[activator]
CCOC(=O)c1cccc(NC(=O)CCS(=O)(=O)c2cccc3nsnc23)c1	-1.1	-6	-9	5%	3%	3%	-11%[56.9 µM]	-7%	-8%
CC1(C)Cc2nc3sc4c(N(CCO)CCO)ncnc4c3cc2CO1	0.7	0	-25	2%	2%	-1%	?	2%	-15%
Cc1ccc(NC(=O)CSc2nc(=O)n(Cc3cccnc3)c3c2CCC3)cc1F	-0.9	-4	.	-2%	-4%	-3%	16%	-3%	-10%
COc1cc(C(=S)N2CCCC2)cc(OC)c1O	-0.9	3	-4	-4%	1%	0%	?	-3%	?
O=C1C=C(c2ccc(CO)cc2)C[C@@H](c2ccc3c(c2)OCO3)C1	10	-4	-10	3%	-9%	3%	2%	-1%	?
CC(C)Cn1c(SCC(=O)Nc2ccc3[nH]c(=O)[nH]c3c2)nc2ccccc2c1=O	-1.0	-2	4	-5%	7%	2%	-30%	-4%	0%
COc1ccc(NC(=O)CN2CCN(S(=O)(=O)N(C)C)CC2)cc1	0.7	-13	-8	-6%	-10%	-1%	1%	0%	0%
COc1ccc(C2=[N+]([O-])C(C)(C)N(O)C2(C)C)cc1	0.2	9	1	-2%	6%	-1%	-31%	0%	-2%
COC(=O)Cc1c[nH]c2cccc(OCC(O)CN(Cc3ccc([N+](=O)[O-])cc3)C(C)(C)C)c12 (centres undefined)	0.3	2	-7	11%	3%	1%	-8%	-2%	0%
Cc1cccc(-n2cnc3cc(C(=O)NCCN4CCOCC4)ccc32)c1	.	0	.	-1%	.	2%	.	-6%	-4%
O=S(=O)(NC(CO)Cc1ccccc1)c1cc(Cl)ccc1F (centres undefined)	.	-9	.	-2%	3%	-1%	2%	1%	2%
COCCNc1nc2cc(-c3cccc(Cl)c3)sc2c(=O)n1C	.	-8	.	.	.	-6%	.	1%	-5%
Fc1ccc(Cn2nnnc2CN2CCN(C3CCCC3)CC2)cc1	-0.5	0	-2	-3%	3%	2%	-7%	5%	?
Cc1c(F)cccc1NS(=O)(=O)c1ccc2c(c1)n(C)c(=O)c(=O)n2C	-0.2	5	4	-25%	11%	-5%	-46%	-4%	5%
CCC(c1nnnn1C1CCCC1)N1CCN(c2ccccc2F)CC1 (centres undefined)	-1.2	-3	4	5%	6%	0%	-1%	1%	4%
Cc1cc(C)c(C(=O)Nc2ccccc2)c(CC(C)(C)C(=O)O)c1	0.4	-4	-8	-9%	-1%	1%	-14%	2%	-16%
Cc1ccc(CNC(=O)c2ccc(N3Cc4ccccc4Oc4ncccc43)s2)cc1	0.9	-8	.	.	5%	.	-23%	.	-22%
CC(=O)c1ccc(N(CC(=O)NC2CCCCC2)C(=O)c2csnn2)cc1	0.7	-6	-1	-1%	7%	3%	-18%	6%	-2%
CSc1nc(N2CCN(c3ccccc3)CC2)cc(N2CCN(c3ccccc3)CC2)n1	0.3	-11	2	-12%	-2%	-7%	16%	-5%	-8%

Some of these compounds in order of the RGS4 inh value, smallest number first:
Structure | RGS4 inh
Cc1c(F)cccc1NS(=O)(=O)c1ccc2c(c1)n(C)c(=O)c(=O)n2C | -46%
Cc1ccc(CNC(=O)c2ccc(N3Cc4ccccc4Oc4ncccc43)s2)cc1 | -23%
CC(=O)c1ccc(N(CC(=O)NC2CCCCC2)C(=O)c2csnn2)cc1 | -18%
Cc1cc(C)c(C(=O)Nc2ccccc2)c(CC(C)(C)C(=O)O)c1 | -14%

Next part.
SMILES	D2 agonist	LDHA inh	D2 antagonist	Vif-APOBEC3F blk	ERG Ets-DNA blk	Vif-A3G inh	RGS4 inh	GRP78 ERSR act	12-LOX inh
COCCCn1c(=O)c2sccc2n2c(CCCC(=O)NCc3cccc(OC)c3)nnc12	0.1	-1&-2	14	2%&0%	-4%&-1%	1%&-1%	-4%&-3%	-2%&-4%	12%&1%
Cc1nc(N2CCN(c3ccccc3)CC2)nc2c1C(=O)CCC2	0.0	-5&1	8	0%	-5%	-3%	-15%	-1%	?
COc1ccc(C2C(C(=O)N3CCOCC3)CCC(=O)N2c2cc(OC)c(OC)c(OC)c2)cc1 (centres undefined)	-0.5	-4	11	-13%	-10%	-3%	10%[11.4 µM]	-3%	0%
O=C(COc1cc(Cl)c(Cl)cc1Cl)Nn1cnnc1	0.3	-5	-10	3%	-13%	0%	30%	1%	0%
COCC(=O)N(C)C[C@H]1N[C@@](C)(C(=O)OC)[C@H]2C(=O)N(C)C(=O)[C@@H]12	.	1	.	7%	10%	1%	-1%	-2%	?
O=S(=O)(c1ccccc1C(F)(F)F)N1CCN(S(=O)(=O)c2ccccc2C(F)(F)F)CC1	-2.3	-5	0	-7%	-18%	1%	6%	-4%	3%
COc1cc2c(cc1OC)C(C)N(C(=O)C(NC(=O)c1ccccc1)C(C)C)CC2 (centres undefined)	0.5	-2	-14	0%	109%[activator]	-3%	4%	-4%	18%
COc1ccc(OC(=O)Nc2ccc([N+](=O)[O-])cc2OC)cc1	-0.8	-3	7	-3%	-2%	3%	1%	-11%	2%
COc1ccc(-n2c(C)c(C(C)=O)c(C(C)=O)c2C)cc1OC	-0.1	12	-10	0%	0%	-1%	0%	-3%	-7%
Cc1cccc(NS(=O)(=O)c2cc(C(=O)OCC(=O)Nc3cc(C)on3)ccc2C)c1	0.8	2	-15	.	-1%	-6%	-28%	-3%	10%
FC(F)(F)c1ccc(C2=Nc3ccccc3NC(c3cccs3)=N2)cc1	-1.0	-14	.	-6%	2%	-2%	9%	0%	-21%
CC(=O)c1cccc(NC(=O)CN2CCN(Cc3ccccc3)CC2)c1	-0.7	?	-16	8%	-1%	0%	-25%	-4%	?
COc1cc2c3c(c1OC)C(=O)CC3CCCC2 (centres undefined)	.	3	.	.	.	2%	.	2%	-29%
COC(=O)c1ccccc1NC(=O)CSc1nc(C)cc(C)n1	-0.3	0	-16	0%	6%	4%	-3%	-5%	16%
CCCCc1nc2cc(C(=O)N3CCCC(COC)C3)ccc2o1 (centres undefined)	-0.3	0	8	4%	2%	0%	19%	3%	i
O=c1ccc(NS(=O)(=O)c2ccccc2)cn1Cc1ccc(Cl)c(Cl)c1	-0.1	-1	-9	-7%	4%	-1%	-26%	1%	-24%
O=C(O)CC1SC(=Nc2cccc(C(F)(F)F)c2)NC1=O (centres undefined)	-1.0	3	10	.	-7%	-2%	-7%	-4%	3%
Cc1cc(C)nc(Nc2n[nH]c(-c3ccccc3C)n2)n1	-0.5	-4	-8	2%	-2%	4%	3%	9%	-2%
O=C(Nc1cccc(F)c1)N1CC=C(n2c(=O)[nH]c3ccccc32)CC1	-2.4	2	-1	0%	-6%	-6%	8%	-5%	87%[activator]
COc1ccc(S(=O)(=O)N2CCCCC2)cc1NC(=O)CCc1nc2ccccc2c(=O)[nH]1	-0.6	3	24	-5%	-6%	2%	-11%	-1%	2%
CCn1c(SCc2nc3ccccc3[nH]2)nnc1-c1ccccc1OC	0.0	-13	0	-2%	-4%	-5%	18%	-16%	12%
Cc1c(Cl)c([N+](=O)[O-])nn1CCCC(=O)N1CCN(c2ccccc2)CC1	-0.7	-2	-12	-1%	-13%	-2%	0%	-2%	5%
Cn1c(=O)c2c(ncn2CCCc2ccccc2)n(C)c1=O	0.0	-1	-14	7%	6%	1%	-26%	-5%	1%
COc1ccccc1NC(=O)CSc1ccc2nnc(-c3ccccn3)n2n1	-0.1	-2	-6	-1%	0%	0%	-16%	-5%	18%[57.4 µM]
Cc1cccc(N2CCN(S(=O)(=O)c3c(C)[nH]c(C)c3C(=O)N3CCCC3)CC2C)c1 (centres undefined)	0.0	-1	-7	-13%	-17%	0%	10%	-5%	11%
CN(Cc1ccccc1)Cc1ccccc1F	-1.2	-15	-11	-4%	-1%	0%	16%	-2%	-12%
CCCOc1ccccc1C1NC(=O)NC(C)=C1C(=O)OCCOC(C)C (centres undefined)	0.4	-6	18	2%	.	-2%	2%	-3%	19%
Cc1c(C(=O)Nc2ccccc2F)sc2ncn(CC(=O)N3CCOCC3)c(=O)c12	-0.3	-3	9	-6%	9%	-2%	8%	-5%	-5%
Cc1cc(Cl)ccc1OCCCC(=O)N1CCN(C)CC1	-0.6	-4	32*	-8%	-8%	-1%	5%	-3%	-6%
COc1cccc(C(=O)Nc2nnc(-c3ccccc3)s2)c1	1.9	-4	18	-12%	8%	0%	25%	4%	51%[activator]

Some of the compounds tested; rates above refer to the full screens.
